Screening results as filed in PubChem.
PKA-R2B activ = activates the human PKA-R2B holoenzyme complex | P22694+P31323 | PKA-R2B holoenzyme dissociation, Cy5-IP20 fluorescence polarization; R2B truncated from residue 108, S112A mutant; 0% DMSO only, 100% 113 µM cGMP | activation, % at 11.4 µM | 0.079% of 340,000 active | AID 504700;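 active means activation above a cutoff set at the mean over all compounds plus 3 SD, cut at about 18% in these data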;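 further: higher means more holoenzyme dissociation and a rise in polarization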
DAGLB inh = blocks human DAGLB lipase activity | Q8NCG7 | HEK293T DAGLB membrane lysate, EnzChek fluorogenic substrate | inhibition, % at 5.17 µM | 0.059% of 340,000 active | AID 504411; in the data active means inhibition above about 34%;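 further: 0% = enzyme with vehicle and 100% = wells lacking enzyme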
Cardiac RTF inh = cardiac RTF calcium desensitization; P19429+P45379; IANBD-labeled cardiac RTF, Ca2+ fluorescence; inhibition, % at 7.15 µM; 0.12% of 340,000 active; AID 493244;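 active means inhibition above the mean inhibition of all tested compounds plus 3 SD, cut at about 17% in these data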;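 further: assay run at fixed EC70 calcium of 1.6 mM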
Arrestin-AP2 inh = inhibitors of human beta-arrestin and AP2 interaction | inhibition, % at 10 µM | FITC-arrestin peptide / GST-AP2 beads, flow cytometry; AP2 beta2 appendage carries R879A mutation | 0.31% of 340,000 active | AID 504490;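 active means inhibition above a set limit, near 3 SD of compounds lacking own fluorescence, cut at about 54% in these data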;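 further: plate controls were DMSO wells for no effect and 5 µM unlabelled arrestin peptide for full effect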
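Material – AP2 appendage R879A on GSH beads · Buffer or medium – PBS with 0.05% Tween 20 and 0.1% BSA · Probe or stimulus – fluorescein-tagged arrestin peptide at 50 nM final · Incubation – compound with beads 12 min RT, then probe 1 h RT · Detection – high-throughput flow cytometry of beads, ex 488, em 535 nm · Evaluation – percent response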
NSD2 HMT inh = NSD2 (human) methyltransferase inhibition; NSD2 peptide methylation, AlphaScreen, 120 min; inhibition, % at 12.5 µM; AID 743445; 0.54% of 310,000 active; in the data active means inhibition above about 50%
SR-BI DiI-HDL act = activators of SR-BI mediated HDL lipid uptake; CHO ldlA[mSR-BI] cells, DiI-HDL uptake fluorescence, 3 h; 100 = double the neutral-control signal; activation, % at 12.5 µM; 0.096% of 320,000 active; AID 504775;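 active means mean replicate activation of at least 60% and every replicate at or above 60%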;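 further: 0% = median plate neutral-control signal and 100% = twice that signal; values of inactives mirror those of a sister screen read the other way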
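System: CHO ldlA[mSR-BI] cells / Medium: HEPES-buffered (25 mM, pH 7.4) F12 plus 0.5% BSA / Probe or stimulus: labelled HDL, 10 µg/mL / Doses: single compound concentration, delivered by pin transfer / Schedule: 3 h, 37 °C / Measured by: DiI fluorescence, bottom read / Measure: cell-associated DiI fluorescence as measure of HDL uptake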
Keap1 Nrf2 FP = disrupts human Keap1 binding to Nrf2 peptide. AID 504523. 0.15% of 340,000 active. Q14145. inhibition, % at 9.4 µM. Keap1 Kelch-Nrf2 peptide fluorescence polarization, 1536-well; in the data active means inhibition above about 12%;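 further: human Keap1 Kelch domain with fluorescein labeled Nrf2 9mer peptide probe; 0% = neutral control wells and 100% = peptide positive control; higher means more block of Keap1 binding to Nrf2 peptide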
Target sequence (Q14145 whole entry, looked up, the tested form may be a part): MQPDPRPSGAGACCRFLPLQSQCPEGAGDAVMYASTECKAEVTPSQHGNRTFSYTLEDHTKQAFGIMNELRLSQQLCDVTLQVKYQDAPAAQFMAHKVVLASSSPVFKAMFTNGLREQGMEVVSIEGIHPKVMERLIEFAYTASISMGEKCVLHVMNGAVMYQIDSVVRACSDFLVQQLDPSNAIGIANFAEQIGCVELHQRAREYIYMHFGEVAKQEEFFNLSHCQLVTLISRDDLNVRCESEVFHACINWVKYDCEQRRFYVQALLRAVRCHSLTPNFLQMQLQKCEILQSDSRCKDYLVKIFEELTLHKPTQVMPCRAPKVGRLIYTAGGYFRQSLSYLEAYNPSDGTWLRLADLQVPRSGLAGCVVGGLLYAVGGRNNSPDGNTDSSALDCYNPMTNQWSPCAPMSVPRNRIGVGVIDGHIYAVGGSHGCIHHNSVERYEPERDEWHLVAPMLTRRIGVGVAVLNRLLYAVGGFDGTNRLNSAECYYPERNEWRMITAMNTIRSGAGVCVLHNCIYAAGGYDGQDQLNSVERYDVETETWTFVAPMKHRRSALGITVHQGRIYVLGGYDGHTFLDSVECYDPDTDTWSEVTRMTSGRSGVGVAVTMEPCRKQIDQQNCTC
SR-BI HDL uptake = mouse SR-BI HDL lipid transfer inhibition; inhibition, % at 12.5 µM; ldlA[mSR-BI] CHO cells, DiI-HDL uptake fluorescence, 3 h; Q61009; 0.96% of 320,000 active;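 active means mean replicate inhibition of at least 70% and a set share of replicates each scoring 70 or more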;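 further: 0% = median of neutral control wells and 100% = median of positive control wells; values of inactives mirror those of a sister screen read the other way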
Target sequence (Q61009 whole entry, looked up): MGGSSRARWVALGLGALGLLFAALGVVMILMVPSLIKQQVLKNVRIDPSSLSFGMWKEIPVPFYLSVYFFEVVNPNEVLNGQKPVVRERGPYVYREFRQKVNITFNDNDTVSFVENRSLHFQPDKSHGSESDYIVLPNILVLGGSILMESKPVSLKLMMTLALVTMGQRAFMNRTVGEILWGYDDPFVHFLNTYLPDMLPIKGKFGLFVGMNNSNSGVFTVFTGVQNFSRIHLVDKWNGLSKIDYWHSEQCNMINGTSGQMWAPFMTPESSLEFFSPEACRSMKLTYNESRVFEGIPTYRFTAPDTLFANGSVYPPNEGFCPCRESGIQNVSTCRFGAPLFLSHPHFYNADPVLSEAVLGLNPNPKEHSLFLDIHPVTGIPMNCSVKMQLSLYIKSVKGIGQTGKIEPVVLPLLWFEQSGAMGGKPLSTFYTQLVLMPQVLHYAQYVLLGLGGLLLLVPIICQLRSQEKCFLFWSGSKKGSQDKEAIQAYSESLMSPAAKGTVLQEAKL
LANA DNA inh = blocks KSHV LANA C-terminal domain binding to DNA; MBP-C-LANA/FAM-LBS DNA binding, fluorescence polarization; inhibition, % at 9 µM; 0.078% of 340,000 active;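 active means highest replicate inhibition at or above 60% at 9 µM, even if other replicates fall short; inactive means all replicates below 60% inhibition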;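 further: 0% = neutral control wells and 100% = 4 µM acridine orange control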
PvdQ acylase = P. aeruginosa PvdQ acylase inhibition. inhibition, % at 10 µM. purified PvdQ acylase, fluorescence plate reader. 0.063% of 340,000 active; in the data active means inhibition above about 30%, passing the limit was not always enough;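 further: 0% = vehicle neutral wells and 100% = reference inhibitor wells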
Active calls of the source: *; / = no result given.

no.	Molecule	PKA-R2B activ	DAGLB inh	Cardiac RTF inh	Arrestin-AP2 inh	NSD2 HMT inh	SR-BI DiI-HDL act	Keap1 Nrf2 FP	SR-BI HDL uptake	LANA DNA inh	PvdQ acylase
1	Cc1cccc(C(=O)N2CCC(Cc3ccccc3)CC2)c1[N+](=O)[O-]	-3	-4	-8	25	2	31	-6	-31	0.5	-2
2	COc1cc(C(=O)Nc2c(C(=O)O)[nH]c3ccccc23)cc(OC)c1OC	8	-1	3	9	0	14	-4	-14	-1.8	3
3	CCN(CC)CCNC(=O)c1ccc(NC(=O)C2CCN(S(=O)(=O)c3ccc4c(c3)OCCO4)CC2)cc1	0	1	-4	-5	17	21	-4	-21	-1.5	-27
4	O=S(=O)(c1cc(Cl)ccc1Cl)n1cccn1	-2	1	-14	-2	-2	18	-5	-18	-0.2	-11
5	CCOC(=O)C(CC(=O)O)N1CCCCC1 (configuration not stated)	-6	-2	1	-2	-1	23	-2	-23	0.2	-12
6	CCOC(=O)Cn1c(=O)cc(C)c2cccc(C)c21	-6	-7	-8	8	-2	-11	1	11	-1.6	-5
7	COCCOC(=O)C1=C(C)NC(=O)NC1c1ccc(Cl)cc1 (configuration not stated)	-11	-4	-5	2	1	3	-8	-3	1.1	-19
8	CN(C)c1nc(NCc2ccccc2)nc(SCC(=O)Nc2ccccc2Cl)n1	-12	-9	-6	0	0	28	-3	-28	1.1	-16
9	COc1ccccc1CN1CC(C(=O)N2CCN(c3ccc(F)cc3)CC2)CC1=O (configuration not stated)	-10	-3	-8	3	-2	4	-1	-4	0.0	-8
10	O=C(CNS(=O)(=O)c1ccccc1Br)OCC(=O)N1CCc2ccccc21	5	-1	-4	29	-1	18	1	-18	0.2	-2
11	O=S(=O)(Nc1ccc(-c2nc3ccccc3o2)cc1)c1ccccc1	4	-3	2	3	0	24	-2	-24	-2.1	10
12	N#CC1=C(SCc2ccccc2)NC(=O)C(C#N)C12CCCC2 (configuration not stated)	-1	-3	0	12	/	28	-5	-28	-2.2	2
13	CCOc1ccc(-n2c(SC(C)C)nc3c(c2=O)SCC3)cc1	1	-9	8	-7	/	-47	2	47	-3.0	-4
14	Cc1ccc(O)c(CP(=O)(c2ccccc2)c2ccccc2)c1	-7	-1	1	0	-2	44	-3	-44	-0.1	-9
15	Cc1ccccc1C(=O)Nc1scc(-c2ccc(Br)cc2)c1C(=O)O	2	3	0	16	0	29	-4	-29	2.1	-6
16	Cc1cc(NC(=O)c2cccs2)cc(-c2nc3ncccc3o2)c1O	-1	1	-3	28	-1	-1	-3	1	0.0	-2
17	CC1CN=C(N(C(=O)Nc2ccccc2)C(C)C)S1 (configuration not stated)	-11	-1	-3	10	-1	14	-7	-14	0.8	-9
18	Cc1cccc(N(C(=O)Cc2cccs2)C(C(=O)NCc2ccco2)c2ccncc2)c1 (configuration not stated)	/	/	/	2	0	5	-5	-5	-0.4	-7
19	O=C(CCc1ccccc1)NNC(=O)c1ccccn1	-9	0	4	2	-21	5	1	-5	-0.2	-8
20	CCOc1cc(C2C(C#N)=C(N)Oc3n[nH]c(C)c32)ccc1OCCN1CCOCC1 (configuration not stated)	-7	-1	-22	12	-2	-5	-7	5	0.1	-8

Continued:
no.	Molecule	PKA-R2B activ	DAGLB inh	Cardiac RTF inh	Arrestin-AP2 inh	NSD2 HMT inh	SR-BI DiI-HDL act	Keap1 Nrf2 FP	SR-BI HDL uptake	LANA DNA inh	PvdQ acylase
21	Cc1cc(=O)oc2c(CN3CCCCC3)c(O)ccc12	-3	0	1	-6	-1	5	-4	-5	-0.6	0
22	O=C(Nc1ccc(Nc2ccccc2)cc1)c1ccc(Br)cc1	3	2	-4	11	0	-52	1	52	-0.7	-1
23	COc1nccc(C(F)(F)F)c1C(=O)NC(=O)Nc1c(C)cccc1C	-6	-1	-9	8	0	12	3	-12	2.8	-4
24	N=C1C(c2nc(-c3ccc(F)cc3)cs2)=C(O)CN1Cc1ccc(Cl)cc1	3	1	-9	-2	128*	-52	-5	52	-0.1	-9
25	CC(NC(=O)COc1ccc(N(C)S(=O)(=O)c2ccccc2)cc1)c1ccccc1 (configuration not stated)	-7	-2	2	-5	3	-23	3	23	-1.2	-4
26	COc1cccc(OCC(O)CN2CC(C)CC(C)C2)c1 (configuration not stated)	3	-1	-9	3	3	0	-4	0	1.7	-6
27	Cc1ccc(N(C(=O)c2ccco2)C(C(=O)NC2CCCC2)c2cccnc2)cc1C (configuration not stated)	8	-1	-27	28	-1	9	-1	-9	-0.8	1
28	O=C(Nc1nnc(SCC(=O)N2CCOCC2)s1)c1ccccc1	-6	0	1	-6	-2	-1	-3	1	-2.8	-12
29	COC(=O)c1ccc(C(=O)OC)c(NC(=O)CS(=O)(=O)Cc2ccccc2)c1	-1	-2	-5	-7	1	-20	-6	20	-2.2	-18
30	Cc1c(C(=O)N2CCC(n3nccc3NC(=O)C3CC3)CC2)[nH]c2ccc(Cl)cc12	-2	2	3	-5	-2	-13	0	13	-1.2	-5
31	CCOC(=O)c1cc2c(C(F)(F)F)cc(-c3cccnc3)nc2o1	-11	-5	5	32	-1	12	-3	-12	1.3	5
32	CON=C1CCN(c2ncc(C(F)(F)F)cc2Cl)CC1	0	-2	-1	-6	2	5	6	-5	-0.2	-9
33	Cc1nc(Cl)sc1C(=O)Nc1cccc(Cl)c1	-5	-3	-4	4	-3	-20	-1	20	-0.1	-15
34	Cc1cc(NC(=O)C(C)SCC(=O)OC(C)C(=O)Nc2ccc(F)cc2Cl)no1 (configuration not stated)	-21	-1	1	-20	-1	1	/	-1	/	-12
35	CCCn1cc(S(=O)(=O)c2ccccc2)c(=O)c2cc(OCC)ccc21	-1	1	-9	11	0	13	-4	-13	0.7	-15
36	Cc1noc(C)c1S(=O)(=O)N1CCN(c2ccccc2)CC1	-4	0	0	2	/	-7	1	7	0.8	-5
37	N=c1c2c(ncn1CCN1CCOCC1)Oc1ccc3ccccc3c1C2c1ccccc1 (configuration not stated)	-5	1	6	1	6	-15	3	15	-0.7	5
38	O=C(N/N=C/c1c(O)n(-c2ccc(Cl)cn2)c(=O)c2ccccc12)c1ccncc1	-5	-5	-18	10	0	-39	-44	39	-11	-3
39	Cn1nc(-c2ccccc2F)c2cc(C(=O)N3CCN(C(=O)c4ccco4)CC3)sc21	3	1	-2	-11	/	3	-6	-3	0.8	-8
40	CSc1ccc(C(=O)C2CCCN(S(=O)(=O)N(C)C)C2)cc1 (configuration not stated)	-1	0	7	31	-4	12	-4	-12	2.6	9

Remaining list, next part.
no.	Molecule	PKA-R2B activ	DAGLB inh	Cardiac RTF inh	Arrestin-AP2 inh	NSD2 HMT inh	SR-BI DiI-HDL act	Keap1 Nrf2 FP	SR-BI HDL uptake	LANA DNA inh	PvdQ acylase
41	COc1ccc(OC)c(NC(=O)C2CCCN(S(=O)(=O)c3cccc4nsnc34)C2)c1 (configuration not stated)	-6	0	-8	27	-6	-43	-2	43	-0.3	4
42	O=C(c1ccco1)N1CCN(CCOc2ccccc2)CC1	-6	-4	-4	43	0	7	0	-7	0.0	6
43	O=C(COC(=O)c1ccco1)Nc1ccc2c(c1)OCCO2	-12	3	-4	4	0	-1	2	1	-0.7	2
44	CCC(C)NC(=O)c1ccc(C(=O)c2ccccc2)cc1 (configuration not stated)	-6	0	0	-18	-2	-28	0	28	-0.1	-9
45	O=C(NNc1ncnc2c1cnn2-c1cccc(Cl)c1)c1ccco1	2	0	-8	23	/	/	-1	-46	1.1	-5
46	COc1ccc(C(=O)OCC(=O)NC(C)CCc2ccccc2)c(OC)c1 (configuration not stated)	-7	0	6	-14	-1	4	0	-4	/	-1
47	CCCC(=O)c1c(NCCO)cc(C)oc1=O	-2	-1	-12	8	-1	13	-3	-13	-1.0	0
48	COc1ccc(C(=O)NCCS(=O)(=O)NC(C)c2ccccc2)cc1 (configuration not stated)	4	3	2	15	-1	23	0	-23	0.5	-4
49	COc1cc(NC(=O)C2CC2C)c(C(=O)O)cc1OC (configuration not stated)	-15	0	-3	19	-2	31	4	-31	1.2	-4
50	COc1ccc(CCC(=O)N2CCN(c3ccc([N+](=O)[O-])cc3)CC2)cc1OC	17	-2	-3	-22	0	-27	-2	27	0.9	-8
51	COc1cc(C2=NOC(C(=O)N3CCCc4ccccc43)C2)cc(OC)c1OC (configuration not stated)	-5	1	-7	34	-1	-82	-1	82*	-0.2	3
52	O=C(c1cc(C(=O)c2ccco2)cc(C(=O)c2ccco2)c1)c1ccco1	-21	-3	-2	9	-1	-49	-10	49	-0.7	-24
53	COCC(C)n1c(SCC(=O)N2CCc3ccccc3C2)nc2ccccc2c1=O (configuration not stated)	4	-2	-17	22	0	-10	-2	10	-0.8	3
54	CCOC(=O)C1=NN(C(=O)c2ccc(OC)cc2)C(O)(c2ccc(Cl)cc2)C1 (configuration not stated)	-4	5	4	13	6	-39	2	39	-0.8	1
55	COc1ccc(S(=O)(=O)N(C)C)cc1NC(=O)CSc1nc(N)cc(N)n1	4	0	-3	-7	3	6	-1	-6	-2.2	-9
56	COc1cccc(NC(=O)CSc2nnc(NC(=O)C3CCC3)s2)c1	1	-1	-8	26	-1	/	-1	/	-2.5	9
57	COc1ccc(CN2CCN(Cc3ccccc3F)CC2)cc1OC	-5	-3	-11	-16	0	29	4	-29	-2.6	-11
58	COc1ccc(C(=O)O)cc1NC(=S)NC(=O)C(c1ccccc1)c1ccccc1	-8	8	-6	30	3	-3	-3	3	1.1	-3
59	CCOC(=O)c1nc(N)sc1C(=O)OCC	-6	1	-7	7	-1	36	-3	-36	-0.5	3
60	Cc1nn(C(=O)c2ccccc2)c2c1C(=O)CC(C)(C)C2	1	-1	-5	0	-4	7	-14	-7	-1.2	13

Some entries already given, reduced to DAGLB inh, PvdQ acylase and SR-BI DiI-HDL act:
# | SMILES | DAGLB inh | PvdQ acylase | SR-BI DiI-HDL act
57 | COc1ccc(CN2CCN(Cc3ccccc3F)CC2)cc1OC | -3 | -11 | 29
47 | CCCC(=O)c1c(NCCO)cc(C)oc1=O | -1 | 0 | 13

Following part.
no.	Molecule	PKA-R2B activ	DAGLB inh	Cardiac RTF inh	Arrestin-AP2 inh	NSD2 HMT inh	SR-BI DiI-HDL act	Keap1 Nrf2 FP	SR-BI HDL uptake	LANA DNA inh	PvdQ acylase
61	CN1CCN(c2ccccc2NC(=O)c2ccc([N+](=O)[O-])o2)CC1	-4	0	-4	-4	8	-11	-2	11	-1.3	1
62	Cc1ccccc1/C=C/C1=NCCN1	15	2	-11	17	/	-4	-6	4	-0.2	-6
63	CCn1c(SCC(=O)c2ccc3c(c2)OCCO3)nnc1C(C)C	-3	1	-9	4	2	-3	-4	3	-0.5	-6
64	O=C(C1CCN(S(=O)(=O)c2ccc(-n3cnnn3)cc2)CC1)N1CCCCC1	-7	2	6	18	2	14	0	-14	-1.8	-10
65	CC(=O)N1CCN(c2ccc(NC(=O)c3ccccc3Br)cc2Cl)CC1	-6	4	-2	-6	2	-57	-2	57	1.5	-10
66	COc1ccc(Cn2nc(C(=O)O)c3ccccc3c2=O)cc1F	-15	-3	-1	1	0	/	-4	/	-0.1	8
